Screening results: PubChem, Southern Research Specialized Biocontainment Screening Center
M. tuberculosis: growth inhibition of non-replicating M. tuberculosis (AID 488890) | 320,000 tested, 0.39% active | Mycobacterium tuberculosis non-replicating, growth inhibition; higher % means a stronger effect | inhibition, % at 25 µM; hits with a dose series show IC50 in µM; in the data active means a potency from the dose series; inconclusive means inhibition mostly from about 82% at the one dose, without a potency; inactive means the rest, 99 in 100 with inhibition below about 76%;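 further: plate controls were DMSO cells for no effect and high antibiotic wells for full effect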
inhibitors of VEEV: inhibitors of VEEV TC-83 cytopathic effect, confirmation, Vero cells (AID 588727); Vero cells, VEEV TC-83 cytopathic effect inhibition; higher % means a stronger effect; inhibition, % at 20 µM, or IC50 in µM where a hit was titrated; 350,000 tested, 0.13% active; in the data active means a potency from the dose series; inconclusive means inhibition mostly from about 14% at the one dose, without a potency; inactive means the rest, 99 in 100 with inhibition below about 12%; further: strong numbers were not always called active
H1N1 NS1A inhibition: NS1A inhibition, H1N1 influenza, cell based functional assay (AID 504329); NS1A functional cell-based assay, percent inhibition; higher % means a stronger effect; inhibition, % at 12.5 µM; hits with a dose series show IC50 in µM; 340,000 tested, 0.3% active; in the data active means a potency from the dose series; inconclusive means inhibition above about 27% without an active follow-up result; further: strong numbers were not always called active
Salmonella PhoP GFP: Inhibition of PhoP regulon, Salmonella typhi GFP reporter cells, confirmation, 4 h (AID 1850). 310,000 tested, 0.33% active. inhibition, % at 50 µM, or IC50 in µM where a hit was titrated. Salmonella Typhi PhoP-promoter GFP reporter, fluorescence, 4 h; higher % means a stronger effect; in the data active means a potency from the dose series; inconclusive means inhibition mostly from about 25% at the one dose, without a potency; inactive means the rest, 99 in 100 with inhibition below about 19%;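 further: 0% = induced wells with vehicle and 100% = uninduced wells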
M. tuberculosis HTS: M. tuberculosis growth inhibition, HTS (AID 449762). M. tuberculosis H37Rv growth inhibition, 7H9 media; higher % means a stronger effect. one-dose inhibition, % at 25 µM; IC50 in µM for titrated hits. 330,000 tested, 0.59% active; in the data active means a potency from the dose series; inconclusive means inhibition above about 70% without an active follow-up result;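 further: bacterial growth assessed after seven days of incubation; strong numbers were not always called active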
inhibitors of VEEV 10K pilot screen: further read-out of inhibitors of VEEV, marked with its call; inhibition, %; measured here: 10K pilot screen inhibition
Starred values were filed as active, the others as inactive. Not a hit list; any-hit rate near 1.5%.

Results for Cc1cc2cc(CN(Cc3ccco3)C(=O)NCc3ccccc3)c(=O)[nH]c2cc1C ?
M. tuberculosis: -6.1%; inhibitors of VEEV: 8.9%; H1N1 NS1A inhibition: 9.2%; Salmonella PhoP GFP: 0.6%; M. tuberculosis HTS: -0.8%

Results for COCCNC(=O)Nc1ccc2nc(-c3cccs3)c(-c3cccs3)nc2c1 ?
M. tuberculosis: 15.6%; inhibitors of VEEV: 8.1%; H1N1 NS1A inhibition: 1.3%; Salmonella PhoP GFP: 10.6%; M. tuberculosis HTS: 55.8%

How did COc1ccc(/C=C/c2ccccc2)cc1[C@H]1[C@@H]2C=CCC[C@@]2(C)C(=O)N1Cc1ccccc1 do in these assays?
M. tuberculosis: 36.8%; inhibitors of VEEV: 0.1%; H1N1 NS1A inhibition: 6.3%; Salmonella PhoP GFP: -2.3%; M. tuberculosis HTS: 7.7%

How did O=C(COc1ccc(S(=O)(=O)NC2CCCCC2)cc1Cl)N1CCN(c2ccccc2)CC1 do in these assays?
M. tuberculosis: 24.1%; inhibitors of VEEV: inactive; H1N1 NS1A inhibition: 9.9%; Salmonella PhoP GFP: -6.5%; M. tuberculosis HTS: 1.0%

Results for Cc1ccc(/C(N)=N/OC(=O)Cc2cccs2)cc1 ?
M. tuberculosis: 54.3%; inhibitors of VEEV: 3.3%; H1N1 NS1A inhibition: 3.5%; Salmonella PhoP GFP: 2.0%; M. tuberculosis HTS: -9.0%

How did CCOc1ccccc1N1CCN(C(=O)NC2CCCCC2)CC1 do in these assays?
M. tuberculosis: 4.7%; inhibitors of VEEV: 0.2%; H1N1 NS1A inhibition: 5.3%; Salmonella PhoP GFP: 2.2%; M. tuberculosis HTS: -10.4%

What do the screens show for `O=C(CCCC1=NS(=O)(=O)c2ccccc2N1)N1CCN(c2ccccc2)CC1`?
M. tuberculosis: 26.1%; inhibitors of VEEV: 5.6%; H1N1 NS1A inhibition: 8.9%; Salmonella PhoP GFP: -0.7%; M. tuberculosis HTS: -0.4%

Results for Cc1ccc(S(=O)(=O)Nc2ccc3ccccc3c2[N+](=O)[O-])cc1 ?
inhibitors of VEEV: 1.6%; H1N1 NS1A inhibition: 1.5%

Results for O=c1oc2ccccc2c2oc3cc(O)c(O)cc3c12 ?
M. tuberculosis: 67.9%; inhibitors of VEEV: 0.6%; H1N1 NS1A inhibition: 19.5%; Salmonella PhoP GFP: -16.4%; M. tuberculosis HTS: 53.5%

How did O=C(CN(C(=O)C1CSC(=O)C1)c1ccccc1F)NCc1ccc2c(c1)OCO2 (centres undefined) do in these assays?
M. tuberculosis: 14.1%; inhibitors of VEEV: 2.7%; H1N1 NS1A inhibition: -0.7%; Salmonella PhoP GFP: -14.0%; M. tuberculosis HTS: -3.3%

What do the screens show for `COc1ccc(CNC(=O)c2cc(=O)c3cc(C)cc(C)c3o2)cc1`?
M. tuberculosis: -15.1%; inhibitors of VEEV: inactive; H1N1 NS1A inhibition: -2.7%; Salmonella PhoP GFP: -1.3%; M. tuberculosis HTS: 6.1%

How did Cc1ccc(NC2CCCN(C(=O)C3CCCC3)C2)cc1C (centres undefined) do in these assays?
M. tuberculosis: 9.7%; inhibitors of VEEV: 2.6%; H1N1 NS1A inhibition: 3.9%; Salmonella PhoP GFP: -8.2%; M. tuberculosis HTS: 11.9%

In the list so far, 2 have a halogen:
How did O=C(COc1ccc(S(=O)(=O)NC2CCCCC2)cc1Cl)N1CCN(c2ccccc2)CC1 do in these assays?
M. tuberculosis: 24.1%; inhibitors of VEEV: inactive; H1N1 NS1A inhibition: 9.9%; Salmonella PhoP GFP: -6.5%; M. tuberculosis HTS: 1.0%

How did O=C(CN(C(=O)C1CSC(=O)C1)c1ccccc1F)NCc1ccc2c(c1)OCO2 (centres undefined) do in these assays?
M. tuberculosis: 14.1%; inhibitors of VEEV: 2.7%; H1N1 NS1A inhibition: -0.7%; Salmonella PhoP GFP: -14.0%; M. tuberculosis HTS: -3.3%

(more compounds)
What do the screens show for `COc1ccsc1C(=O)NCCN1CCOCC1`?
M. tuberculosis: 12.3%; inhibitors of VEEV: 3.0%; H1N1 NS1A inhibition: -5.0%; Salmonella PhoP GFP: -6.1%; M. tuberculosis HTS: -22.6%

How did CCCCN(CC)S(=O)(=O)c1ccc2c(c1)CCCN2C(C)=O do in these assays?
M. tuberculosis: -1.7%; inhibitors of VEEV: inactive; H1N1 NS1A inhibition: 1.9%; Salmonella PhoP GFP: -1.4%; M. tuberculosis HTS: -7.8%

Results for C#CCOCCOCCOCCNc1nc(N2CCOCC2)nc(N2CCN(C(=O)CCCCCCCCCCNC(=O)[C@H](CO)n3cc(CCCCCN)nn3)CC2)n1 ?
M. tuberculosis: 41.5%; inhibitors of VEEV: 4.5%; H1N1 NS1A inhibition: 5.5%; Salmonella PhoP GFP: -10.9%; M. tuberculosis HTS: inconclusive

How did CCc1nc(SCC(=O)N2CCCCCC2)c2c(=O)n(C)c(=O)n(C)c2n1 do in these assays?
M. tuberculosis: 2.3%; inhibitors of VEEV: 6.0%; H1N1 NS1A inhibition: 18.2%; Salmonella PhoP GFP: -5.6%; M. tuberculosis HTS: -3.7%

How did COc1ccc(-c2csc3nc[nH]c(=O)c23)cc1 do in these assays?
M. tuberculosis: -4.3%; inhibitors of VEEV: 0.9%; H1N1 NS1A inhibition: -0.3%; Salmonella PhoP GFP: 2.2%; M. tuberculosis HTS: 1.9%

What do the screens show for `COc1ccc(C(C#N)Nc2ccccc2OC)cc1` (centres undefined)?
M. tuberculosis: 8.7%; inhibitors of VEEV: 3.7%; H1N1 NS1A inhibition: 20.0%; Salmonella PhoP GFP: -9.6%; M. tuberculosis HTS: 0.4%

How did Cc1cc(SCC(=O)NN)c2cc(Br)ccc2n1 do in these assays?
M. tuberculosis: 37.6%; inhibitors of VEEV: 1.0%; H1N1 NS1A inhibition: -3.4%; Salmonella PhoP GFP: -9.2%; M. tuberculosis HTS: 0.5%

Results for [O-][n+]1onc2c1CCC1N(O)CCC21O (centres undefined) ?
M. tuberculosis: -6.8%; inhibitors of VEEV: inactive; H1N1 NS1A inhibition: -3.1%; Salmonella PhoP GFP: 21.8%; M. tuberculosis HTS: -3.9%

What do the screens show for `CC(C)OC(=O)C1C(=O)CC(C)(O)C(C(=O)OC(C)C)C1c1cccc(O)c1` (centres undefined)?
M. tuberculosis: 6.5%; inhibitors of VEEV: 0.9%; H1N1 NS1A inhibition: -4.5%; Salmonella PhoP GFP: 0.3%; M. tuberculosis HTS: 0.1%

What do the screens show for `O=C(Nc1cccc2ccccc12)C12CC3CC(C1)CC(n1cnc([N+](=O)[O-])n1)(C3)C2`?
M. tuberculosis: 63.1%; inhibitors of VEEV: 6.9%; H1N1 NS1A inhibition: -2.1%; Salmonella PhoP GFP: 5.0%; M. tuberculosis HTS: inconclusive

What do the screens show for `Cc1cc([N+](=O)[O-])ccc1NC(=O)CSc1nncn1-c1ccccn1`?
M. tuberculosis: -13.1%; inhibitors of VEEV: inactive; H1N1 NS1A inhibition: -0.6%; Salmonella PhoP GFP: 12.3%; M. tuberculosis HTS: 3.3%

Results for CCCCn1c(NCCN(C)C)nc2c1c(=O)[nH]c(=O)n2C ?
M. tuberculosis: 5.8%; inhibitors of VEEV: inactive; H1N1 NS1A inhibition: -2.2%; Salmonella PhoP GFP: 4.8%; M. tuberculosis HTS: -5.9%

Results for O=C(COC(=O)c1ccccn1)Nc1ncc(C(F)(F)F)cc1Cl ?
M. tuberculosis: inconclusive; inhibitors of VEEV: 0.2%; H1N1 NS1A inhibition: 18.0%; Salmonella PhoP GFP: 2.5%; M. tuberculosis HTS: 1.2%

What do the screens show for `Cc1nn(C)c(C)c1CCC(=O)O`?
M. tuberculosis: -4.8%; inhibitors of VEEV: inactive; H1N1 NS1A inhibition: -3.1%; Salmonella PhoP GFP: -2.0%; M. tuberculosis HTS: -1.5%

What do the screens show for `COc1ccccc1C(=O)NC(=O)COC(=O)CCOc1cc(C)ccc1C`?
M. tuberculosis: 35.0%; inhibitors of VEEV: 2.3%; H1N1 NS1A inhibition: -6.0%; Salmonella PhoP GFP: -1.9%; M. tuberculosis HTS: 1.9%

How did CN(C)c1ccc(S(=O)(=O)N2CCCCC2)cc1NC(=O)CCNC(=O)c1ccccc1Cl do in these assays?
inhibitors of VEEV: 4.1%; H1N1 NS1A inhibition: -8.0%

What do the screens show for `CCN(CC)CCOC(=O)c1ccc(N=Cc2c(O)[nH]c(=O)[nH]c2=O)cc1`?
M. tuberculosis: 7.7%; inhibitors of VEEV: 1.6%; H1N1 NS1A inhibition: 0.7%; Salmonella PhoP GFP: -19.9%; M. tuberculosis HTS: 0.0%

Results for COc1ccc(-c2cc(C(=O)Nc3cc(C)on3)no2)cc1OC ?
M. tuberculosis: 0.4%; inhibitors of VEEV: inactive; H1N1 NS1A inhibition: -10.5%; Salmonella PhoP GFP: -12.0%; M. tuberculosis HTS: 3.0%

How did O=C(NCCc1cnc[nH]1)c1cccs1 do in these assays?
M. tuberculosis: -7.3%; inhibitors of VEEV: inactive; H1N1 NS1A inhibition: -5.9%; Salmonella PhoP GFP: -1.4%; M. tuberculosis HTS: -0.9%

How did CC1CCC2(CC1)NC(=O)N(CC(=O)N1CCN(C(=O)c3ccco3)CC1)C2=O (centres undefined) do in these assays?
M. tuberculosis: -1.5%; inhibitors of VEEV: inactive; H1N1 NS1A inhibition: -12.7%; M. tuberculosis HTS: -1.5%

What do the screens show for `Cc1ccsc1C(=O)OCC(=O)Nc1cccc(F)c1`?
M. tuberculosis: 33.8%; inhibitors of VEEV: 1.4%; H1N1 NS1A inhibition: -3.5%; M. tuberculosis HTS: -6.9%

How did Cc1ccc(NC(=O)CCNS(=O)(=O)c2ccc3[nH]c(=O)oc3c2)cc1N(C)C do in these assays?
M. tuberculosis: 5.3%; inhibitors of VEEV: 0.1%; H1N1 NS1A inhibition: -3.6%; Salmonella PhoP GFP: 4.1%; M. tuberculosis HTS: 4.1%

Results for O=C(CCNS(=O)(=O)c1ccc(Br)cc1)NCCc1ccc(Cl)cc1 ?
M. tuberculosis: 25.2%; inhibitors of VEEV: 1.1%; H1N1 NS1A inhibition: 2.6%; Salmonella PhoP GFP: 8.6%; M. tuberculosis HTS: 6.1%

How did CC(Oc1ccc(Cl)cc1Cl)C(=O)NCCCn1ccnc1 (centres undefined) do in these assays?
M. tuberculosis: 37.4%; inhibitors of VEEV: 1.1%; H1N1 NS1A inhibition: -0.8%; Salmonella PhoP GFP: -10.8%; M. tuberculosis HTS: -5.2%

How did CCN(CC)CCn1c(C)nc2ccccc21 do in these assays?
M. tuberculosis: -8.9%; inhibitors of VEEV: inactive; H1N1 NS1A inhibition: -1.7%; Salmonella PhoP GFP: 23.1%; M. tuberculosis HTS: -5.1%

How did COc1nc(-c2ccc3c(c2)OCO3)n(-c2ccc(NC(=O)CSc3ccccc3)cc2)n1 do in these assays?
M. tuberculosis: -3.6%; inhibitors of VEEV: 1.3%; H1N1 NS1A inhibition: 5.3%; Salmonella PhoP GFP: -34.3%; M. tuberculosis HTS: 4.5%; inhibitors of VEEV 10K pilot screen: 3.8

Results for CC1=NC(C)(C)CC2CCC(O)C12 (centres undefined) ?
inhibitors of VEEV: inactive; H1N1 NS1A inhibition: -9.8%

What do the screens show for `COc1ccc(O)c(CN2CCCC(N3CCN(c4ccc(F)cc4)CC3)C2)c1` (centres undefined)?
M. tuberculosis: 14.3%; inhibitors of VEEV: inactive; H1N1 NS1A inhibition: 4.7%; Salmonella PhoP GFP: 1.4%; M. tuberculosis HTS: 5.6%

How did Cc1ccc(-c2nnn(CC(=O)N(c3ccc(F)cc3)C(C(=O)NC3CCCC3)c3ccco3)n2)o1 (centres undefined) do in these assays?
M. tuberculosis: 21.9%; inhibitors of VEEV: inactive; H1N1 NS1A inhibition: -15.3%; Salmonella PhoP GFP: -11.8%; M. tuberculosis HTS: 1.4%

How did CCC(C(=O)NCc1ccc(C)cc1)c1ccccc1 (centres undefined) do in these assays?
M. tuberculosis: -4.5%; inhibitors of VEEV: inactive; H1N1 NS1A inhibition: -8.7%; Salmonella PhoP GFP: -1.6%; M. tuberculosis HTS: 7.0%

Results for COCCN(CCOC)C(=O)CN1C(=O)NC2(CCCc3sccc32)C1=O (centres undefined) ?
M. tuberculosis: 1.2%; inhibitors of VEEV: 1.9%; H1N1 NS1A inhibition: -4.3%; Salmonella PhoP GFP: 7.0%; M. tuberculosis HTS: -6.0%

How did CCN(CC)C(=O)c1ccc(NS(=O)(=O)c2ccccc2)cc1 do in these assays?
M. tuberculosis: 0.9%; inhibitors of VEEV: 1.5%; H1N1 NS1A inhibition: -3.7%; Salmonella PhoP GFP: -8.8%; M. tuberculosis HTS: -19.3%
